# Screening data as filed in PubChem.
# Myeloid diff 2: myeloid differentiation induction; ER-HoxA9 myeloid progenitors, lysozyme-GFP differentiation, flow cytometry; calls only at 10 µM; hit rate 1% among 360,000;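 active means normalized GFP-positive differentiation at or above the plate's own cutoff, the solvent-only control mean plus 3 SD; inconclusive means no clear call, values can overlap the other calls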;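 further: cells exposed to compound for four days before flow analysis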
# Myeloid diff 2 GFP+ MAC1+ %: further read-out of Myeloid diff 2, marked with its call; GFP+ MAC1+ double positive, %; measured here: differentiation confirmed by MAC1 staining
# * marks the source's active call; other numbers are inactive results; i = inactive; ? = inconclusive; . = no result given; + = active, no number. Some of the compounds tested; the hit share may differ from the screen's.
SMILES,Myeloid diff 2,Myeloid diff 2 GFP+ MAC1+ %
C(=C\c1ccccc1)/CN1CCN(C(c2ccccc2)c2nnnn2C2CCCC2)CC1 (configuration not stated),i,1.6
COc1ccc(CCN2CC(C(=O)N(C)CC(=O)Nc3ccc(Cl)c(C(F)(F)F)c3)CC2=O)cc1OC (configuration not stated),i,0.7
Oc1cccc2cc(Nc3ccccc3)cnc12,i,0.4
CC(=O)NC(c1ccc(F)c(F)c1)c1nc(-c2cccc(F)c2)cs1 (configuration not stated),i,0.9
Clc1ccc(-c2nnc(-c3ccc4ccccc4c3)o2)cc1,i,1.1
CC(C)C(=O)Nc1ccc(C=C2C=Cc3ccccc32)cc1,i,0.6
Brc1ccc2nc(-c3ccco3)c(Cc3ccsc3)n2c1,i,0.4
CCc1cccc(NC(=O)COC(=O)c2c(-c3ccccc3)noc2C)c1,i,1.2
CCc1cc(-c2nnn(CCC3COCCO3)c2CC)ccc1-c1cn(Cc2ccc3ccccc3c2)nn1 (configuration not stated),i,0.6
O=S(=O)(CC(O)(c1ccccc1)c1ccccc1)CC(O)(c1ccccc1)c1ccccc1,i,0.5
CCCCNC(=O)c1nc(C2CCN(S(=O)(=O)c3c(F)cccc3F)CC2)oc1-c1ccccc1,i,1.6
Cc1cc2nc(C(C)(C)C)c(Cc3cccc(Cl)c3)n2c(C)c1Br,i,0.7
CCCCCCSc1ccc([C@H]2N[C@@](C)(C(=O)OC)[C@H]3C(=O)N(C)C(=O)[C@@H]23)cc1,i,0.8
COc1ccc(/C=C(\NC(=O)c2ccccc2)C(=O)N2CCC(C)CC2)cc1,i,1.3
COc1ccc(-c2cccc(CCC(=O)N3CCN(c4cc(C)ccc4C)CC3)c2)cc1,i,0.7
CCOCCC(=O)Nc1ncc(S(=O)(=O)c2ccc([N+](=O)[O-])cc2)s1,i,1.0
Cc1ccccc1CN1C(=O)c2ccccc2C1c1nnnn1-c1ccc2c(c1)OCCO2 (configuration not stated),?,.
COc1ccc(S(=O)(=O)NC(=O)C2(C)CCN2C(=O)CC2CC2)cc1 (configuration not stated),i,0.8
CCOC(=O)C1(C)CCN1C(=O)c1cccc(OC)c1 (configuration not stated),i,1.3
COC(=O)[C@@]12C[C@@H](CC(=O)N3CCCCC3)C(=O)N(Cc3cccc4ccccc34)C1=CCC(C)(C)C2,i,2.3
OCC1OC(n2cnc3c(NCc4ccco4)ncnc32)C(O)C1O (configuration not stated),?,.
COc1ccc(Cc2c(C3CCCCC3)nc3cc(C)c(Br)c(C)n23)c(C)c1,i,0.9
COc1ccc(CCCNC(=O)C2(C)Cc3c(-c4ccc5c(c4)OCO5)ccnc3O2)cc1 (configuration not stated),i,1.3
COc1cc(OC)c(C(=O)Nc2cc(S(=O)(=O)N3CCOCC3)ccc2N2CCN(C)CC2)cc1OC,i,1.2
Cc1cccc(C)c1NC(=O)C1(C)CCC(=O)N1CCc1c[nH]c2ccccc12 (configuration not stated),i,1.3
CC(=O)NCCNc1nc(NCC2CC2)nc2cc(-c3ccccc3)sc12,i,1.0
CCNC(=O)C1(C)CCN(C(=O)c2cc(F)ccc2C)C1 (configuration not stated),i,0.4
COc1ccc(-c2ccc(CN3C(C(C)C)C(=O)N(Cc4cn(CCC5OCCO5)nn4)CCS3(=O)=O)cc2)cc1OC (configuration not stated),i,0.7
CC1(C(=O)NS(=O)(=O)c2ccc(Cl)cc2)CCN1C(=O)Cc1cccs1 (configuration not stated),i,0.1
O=C(Nc1ccc(OCc2ccccc2)cc1)Nc1nnc([C@H]2C[C@H](O)[C@@H](CO)O2)s1,i,1.4
CN(Cc1ccccc1)c1ncnc2[nH]ncc12,i,1.2
Cc1ccc(CN2C(=O)C(F)(F)Oc3ccccc32)cc1,i,0.0
O=C1Nc2ccccc2-c2nnnn2C1N1CCC(Cc2ccccc2)CC1 (configuration not stated),i,1.9
CCOC(=O)c1cc2c(c(CCO)n1)[C@H](CCO)N(S(=O)C(C)(C)C)C2 (some centres not stated),i,0.7
COc1ccccc1-c1csc(C(NC(C)=O)c2cccc(F)c2)n1 (configuration not stated),i,0.6
CCC1(c2ccc(F)cc2)NC(=O)N(CC(=O)N2CCN(C(=O)c3cccs3)CC2)C1=O (configuration not stated),i,0.2
COc1ccc(C=C(C#N)C(=O)c2ccccc2)cc1,i,0.8
Cc1ccc(NC(=O)C2(C)CCN2C(C)C)cc1C (configuration not stated),i,0.7
CCCCn1nnnc1C1(C)CCC(=O)N1CCc1c[nH]c2ccccc12 (configuration not stated),i,1.0
COc1ccc(C(=O)c2ccccc2C(=O)c2ccccc2)cc1,i,1.1
Oc1ccc(C[C@H]2CN([C@@H](Cc3ccccc3)CN3CCCC3CN3C(=S)NC[C@@H]3Cc3ccccc3)C(=S)N2CCc2ccccc2)cc1 (some centres not stated),i,2.0
CCOC(=O)C1=C[C@@H](CC)N(S(=O)(=O)c2ccc(C)cc2)[C@H]1c1cccs1,i,1.9
COCC#Cc1ccc2c(c1)O[C@@H](CN(C)C(=O)Nc1ccc(OC)cc1)[C@H](C)CN([C@H](C)CO)S2(=O)=O,i,0.7
CN1CCN(C2CN(Cc3cn(Cc4cccc(C(F)(F)F)c4)nn3)S(=O)(=O)C2)CC1 (configuration not stated),i,0.9
CCC(C)Cn1cnc2c(Sc3c([N+](=O)[O-])ncn3C)nc(N)nc21 (configuration not stated),i,0.4
COC1=NC(=C(c2ccccc2)c2ccccc2)OC1=O,i,0.7
Cc1cc(OC(=O)Nc2ccccc2)ccc1Cl,i,0.7
CC(=O)Oc1cc2c(cc1OC(C)=O)C(=O)CCCC2,i,3.5
CN1CCN(c2ncnc3c2ncn3[C@H]2CN(Cc3ccc(-c4ccccc4)cc3)C[C@@H](CO)O2)CC1,i,1.1
O=C(Oc1cccc2c(O)cccc12)c1ccccc1Cl,i,1.8
# Next section:
SMILES,Myeloid diff 2,Myeloid diff 2 GFP+ MAC1+ %
CCCCCCCCN1C(=O)[C@H](CC(=O)NCc2ccc(OC)c(OC)c2)C[C@@]2(C(=O)OC)CC(C)(C)CC=C12,i,2.5
CCN(CC)Cc1cc(Oc2ccc(O)c(CN(CC)CC)c2)ccc1O,i,1.6
CNC(=S)N1CCC(C(=O)c2ccc(Cl)cc2)CC1,i,0.4
CS(=O)(=O)N1CCCCC1c1cc(C(=O)Nc2ccccc2Cl)no1 (configuration not stated),i,0.2
COC(=O)c1ccc2nc(-c3ccc(C#N)cc3)c(Cc3ccsc3)n2c1,i,1.4
CC(NC(=O)c1ccc(C(=O)c2ccccc2)cc1)c1ccc(S(N)(=O)=O)cc1 (configuration not stated),i,0.5
CC1(C(=O)NS(=O)(=O)c2cccc(Cl)c2)CCN1C(=O)Cc1ccc(-c2ccccc2)cc1 (configuration not stated),i,0.4
O=c1[nH]c2cnn(-c3ccccc3)c2c(=O)n1O,i,1.5
N#Cc1csc(CCNC(=O)c2ccccc2)n1,i,0.7
O=C(Cn1c(=O)ccn(Cc2ccccc2)c1=O)Nc1cccc(S(=O)(=O)N2CCOCC2)c1,i,0.6
C[C@@H]1CN([C@@H](C)CO)S(=O)(=O)c2ccc(Br)cc2O[C@H]1CN(C)C(=O)c1ccccc1F,i,0.5
Cc1ccc(S(=O)(=O)NCCc2nnc3ccc(N4CCOCC4)nn23)cc1,i,0.7
CN(Cc1ccccc1)C(=O)Cn1nnc(-c2ccccc2)c1COc1ccccc1,i,0.2
CC(=O)OCCn1c([N+](=O)[O-])cnc1C=[N+]([O-])C1CCCCC1,i,0.7
O=C(C1CCCCC1)N1C[C@@H](O)[C@H](n2cc(C3CC3)nn2)C[C@@H]1c1ccc(Cl)cc1,i,2.2
O=C(O)C1C=CCC(C(=O)O)C1 (configuration not stated),i,0.4
Nc1nccc(NCCSCc2ccccc2)n1,+,11*
CC(C)N1C(=O)c2ccccc2NC(=O)C1C(=O)NCc1cccc(C(F)(F)F)c1 (configuration not stated),i,1.5
O=C(OCc1cn([C@@H]2C[C@H](c3ccc(Cl)cc3)N(CC3CCCCC3)C[C@H]2O)nn1)c1ccccc1,i,1.7
COc1ccc(S(=O)(=O)N2CCCCC2c2cc(C(=O)NCc3ccc(F)cc3)no2)cc1 (configuration not stated),i,0.7
CC1CCN(C(=O)COC(=O)c2c[nH]c3ccccc23)CC1,i,0.2
Cn1c(=O)c2c(-c3ccccc3)n(-c3cc([N+](=O)[O-])ccc3O)cc2n(C)c1=O,i,1.2
O=C(C[C@H]1C[C@@H]2c3cc(NS(=O)(=O)c4ccccc4)ccc3O[C@@H]2[C@H](CO)O1)N1CCOCC1,i,0.2
CC(=O)c1ccc(-c2cnc3c(NC=O)cc(-c4cccc(NS(C)(=O)=O)c4)cn23)cc1,i,0.4
COC(=O)[C@]12CCCCC=C1N(Cc1ccccc1)C(=O)[C@H](CC(=O)NCc1ccc(C)o1)C2,i,1.2
CC1C(O)=C(c2ccccc2)P(=O)(Cc2ccccc2)C1C (configuration not stated),i,2.2
COc1cc(NC(=O)c2ccc(-c3ccnn3C)c3ccoc23)cc(OC)c1OC,i,1.3
CC(C)NC(=O)C1(C)CN(S(C)(=O)=O)CC(=O)N1CCc1ccccc1 (configuration not stated),i,1.8
CC(C)C[C@H]1CN(CCCC[C@H]2CNC(=O)C(=O)N2CCc2ccccc2)C(=O)C(=O)N1Cc1ccccc1,i,1.2
CCN(CC)C(=O)[C@H]1CC(CC(=O)NCCCn2ccnc2)C(=O)N2CCc3c([nH]c4ccc(OC)cc34)[C@]12C (some centres not stated),i,1.0
COc1ccc(Cc2c(-c3cccc(Cl)c3)nc3ccc(Br)cn23)c(C)c1,i,0.6
C[C@@H]1CN([C@@H](C)CO)C(=O)CCCn2nncc2CO[C@H]1CN(C)C(=O)Nc1ccccc1F,i,1.7
CCCOc1ccc(F)cc1-c1cc(C(=O)Nc2ccc(F)cc2)[nH]n1,i,0.9
CCOc1cccc(Cc2c[nH]c(=O)[nH]c2=O)c1,i,1.1
O=C1NC(c2cccc3ccccc23)Nc2ccccc21 (configuration not stated),?,.
CCCCNC(=O)c1nc(C2CCN(S(=O)(=O)c3ccc(F)c(F)c3)CC2)oc1-c1cccc(C(F)(F)F)c1,i,0.6
CC(C)Oc1cc(F)ccc1-c1cc(C(=O)NCc2ccccc2)[nH]n1,i,0.7
CNc1nc(Cl)nc2ncn(C)c12,i,0.7
Oc1ccc(Cl)cc1C=NN1CCCCCC1,i,0.8
CCCNC(=O)C1(C)CCN1C(=O)c1cc(C)n(C)n1 (configuration not stated),i,1.6
Cc1cc(N2CCN(C(C(=O)NC3CCCC3)c3ccc(-c4ccccc4)cc3)CC2)c2ccccc2n1 (configuration not stated),i,2.8
OC(c1cccc(Cl)c1)c1nc(-c2ccc(Cl)cc2)cs1 (configuration not stated),i,0.9
CC(C)C[C@H]1CNC(=O)C(=O)N1CC1CCN(CCC(C)(C)C)CC1,i,0.9
Cc1ccc(C(=O)N2c3ccccc3Sc3ccccc32)cc1,i,0.5
COc1ccccc1/C=C/C(=O)OCC(=O)Nc1nnc(-c2ccccc2)o1,i,0.6
CCOC(=O)[C@]12CCC=C1N(Cc1ccc3c(c1)OCO3)C(=O)[C@H](CC(=O)NCCCN1CCCC1=O)C2,i,0.9
O=C(/C=C/c1ccccc1[N+](=O)[O-])OCC(=O)N1CCN(c2ccccc2)CC1,i,1.4
C[C@@H]1CN([C@H](C)CO)C(=O)CCCn2cc(nn2)CO[C@H]1CN(C)C(=O)Nc1ccccc1C(F)(F)F,i,2.0
COCCCn1c(SC(C)C(=O)Nc2c(C)n(C)n(-c3ccccc3)c2=O)n[nH]c1=O (configuration not stated),i,0.4
O=C1C(c2ccccc2)CN1Cc1ccccc1 (configuration not stated),i,1.3
# Continued.
SMILES,Myeloid diff 2,Myeloid diff 2 GFP+ MAC1+ %
CCC(C)Cn1cnc2c(SCc3ccccc3F)nc(N)nc21 (configuration not stated),i,1.6
CC1(C(=O)Nc2cccc3c2CCCC3)CCN1C(=O)C1(c2ccccc2)CC1 (configuration not stated),i,0.8
Cc1ccccc1NC(=O)COC(=O)c1ccc2c(c1)OCCO2,i,0.6
CCN(C(=O)COC(=O)C(C)(C)Oc1ccc(Cl)cc1)c1c(N)n(Cc2ccccc2)c(=O)[nH]c1=O,i,1.1
COc1cc(C(=O)NC(=S)Nc2ccc3ccccc3c2)cc(OC)c1OC,i,0.6
CCOC(=O)C1c2cccc(O)c2CCN1C(C)=O (configuration not stated),i,3.3

# In the list so far, these have an NH in an aromatic ring:
SMILES,Myeloid diff 2,Myeloid diff 2 GFP+ MAC1+ %
Cc1cccc(C)c1NC(=O)C1(C)CCC(=O)N1CCc1c[nH]c2ccccc12 (configuration not stated),i,1.3
CN(Cc1ccccc1)c1ncnc2[nH]ncc12,i,1.2
CCCCn1nnnc1C1(C)CCC(=O)N1CCc1c[nH]c2ccccc12 (configuration not stated),i,1.0
O=c1[nH]c2cnn(-c3ccccc3)c2c(=O)n1O,i,1.5
CC1CCN(C(=O)COC(=O)c2c[nH]c3ccccc23)CC1,i,0.2
CCN(CC)C(=O)[C@H]1CC(CC(=O)NCCCn2ccnc2)C(=O)N2CCc3c([nH]c4ccc(OC)cc34)[C@]12C (some centres not stated),i,1.0
CCCOc1ccc(F)cc1-c1cc(C(=O)Nc2ccc(F)cc2)[nH]n1,i,0.9
CCOc1cccc(Cc2c[nH]c(=O)[nH]c2=O)c1,i,1.1
CC(C)Oc1cc(F)ccc1-c1cc(C(=O)NCc2ccccc2)[nH]n1,i,0.7
COCCCn1c(SC(C)C(=O)Nc2c(C)n(C)n(-c3ccccc3)c2=O)n[nH]c1=O (configuration not stated),i,0.4
CCN(C(=O)COC(=O)C(C)(C)Oc1ccc(Cl)cc1)c1c(N)n(Cc2ccccc2)c(=O)[nH]c1=O,i,1.1
